Compound activity deposited in PubChem by National Center for Advancing Translational Sciences (NCATS).
Pol iota inh: DNA polymerase iota (human) inhibition. Potency, µM (doses to about 115 µM), inactives show at the top dose activity, negative = inhibition, actives largely listed as inhibitors. hit rate 1% among 390,000. AID 588590. Pol iota fluorescent replication assay, 10 min; further: potency means the concentration at half of the fitted maximal effect
Target sequence (Q9UNA4 whole entry, looked up): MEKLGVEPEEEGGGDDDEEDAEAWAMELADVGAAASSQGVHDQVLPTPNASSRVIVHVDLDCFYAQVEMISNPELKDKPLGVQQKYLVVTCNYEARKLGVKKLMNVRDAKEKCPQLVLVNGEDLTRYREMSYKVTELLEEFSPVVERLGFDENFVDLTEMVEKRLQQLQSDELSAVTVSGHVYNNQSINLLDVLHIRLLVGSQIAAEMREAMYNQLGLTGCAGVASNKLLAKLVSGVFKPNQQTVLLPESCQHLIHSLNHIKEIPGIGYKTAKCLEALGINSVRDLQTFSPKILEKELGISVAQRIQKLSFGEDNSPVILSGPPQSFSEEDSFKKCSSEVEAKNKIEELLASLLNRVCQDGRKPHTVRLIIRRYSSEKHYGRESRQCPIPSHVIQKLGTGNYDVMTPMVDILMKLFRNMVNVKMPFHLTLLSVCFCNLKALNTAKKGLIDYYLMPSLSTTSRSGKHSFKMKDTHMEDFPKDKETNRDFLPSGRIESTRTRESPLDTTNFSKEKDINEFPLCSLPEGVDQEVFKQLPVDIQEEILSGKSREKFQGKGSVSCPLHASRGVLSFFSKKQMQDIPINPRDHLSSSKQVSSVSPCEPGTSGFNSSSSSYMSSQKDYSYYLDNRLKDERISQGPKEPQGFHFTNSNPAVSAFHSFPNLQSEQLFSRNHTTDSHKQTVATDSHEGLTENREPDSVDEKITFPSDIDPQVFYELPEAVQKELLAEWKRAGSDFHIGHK
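Pol iota at 10 nM preincubated 15 min with compounds at room temperature; reaction started with fluorescent substrate, 50 nM final. Fluorescence read kinetically at 0 and 10 min; buffer-only wells as negative control.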
POLH inh: blocks human DNA polymerase eta activity; AID 588591; Q9Y253; Potency, µM (top dose mostly 114 µM), without a hit: at the highest dose activity change, negative = inhibition, usual class: inhibitors; recombinant Pol eta, fluorescent DNA replication assay; hit rate 1.2% among 390,000; further: potency means the concentration at half of the fitted maximal effect; on the % scale 0 is the no-effect control and ±100 the full control effect
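Pol eta (10 nM) was preincubated with compounds for 15 min at room temperature, after which fluorescent replication substrate (50 nM final) was added to start the reaction. Fluorescence was read kinetically at 0 and 10 min.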
POLK inh: DNA polymerase kappa (human) inhibition. hit rate 0.53% among 400,000. Q9UBT6. Potency, µM (titrated, usually from 107 µM), for inactives: at the top dose activity, negative = inhibition, hits mostly inhibitors. AID 588579. purified Pol kappa, fluorescent DNA synthesis assay, 10 min; further: potency means the concentration at half of the fitted maximal effect; on the % scale 0 is the no-effect control and ±100 the full control effect
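Kinetic fluorescence readout at 0 and 10 min followed reaction start with substrate at 50 nM final. Beforehand, enzyme (10 nM Pol kappa) stood 15 min with compound at room temperature; buffer-only wells were negative controls.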
BLM inh: inhibitors of human Bloom syndrome helicase BLM. P54132. recombinant BLM DNA unwinding, fluorescence dequenching. Potency, µM (series often up to 56.1 µM), for inactives: at the top dose activity change, negative = inhibition, most hits filed as inhibitors. hit rate 0.2% among 350,000;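 further: potency means the concentration at half of the fitted maximal effect; plate controls were vehicle for no effect and no enzyme for full effect; nearly all actives have a fitted effect of over 35% in size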
PGK inhibitor: T. brucei PGK inhibition | PGK/GAPDH coupled, Kinase-Glo luminescence, 60 min | Potency, µM (titrated, usually from 57.5 µM), inactives show at the highest dose activity change, negative = inhibition, hits mostly inhibitors | hit rate 0.043% among 380,000; further: potency means the concentration at half of the fitted maximal effect; on the % scale 0 is the no-effect control and ±100 the full control effect; nearly all actives have a fitted effect of over 60% in size
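Luminescent ATP detection (Kinase-Glo Plus) follows a 60-minute room-temperature incubation, with wells lacking PGK as controls. Buffer: 100 mM TEA (pH 7.6), 5 mM MgCl2, 0.01% Tween-20. Coupling enzyme GAPDH (100 nM final) supplies unstable 1,3-BPG in-well.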
Apoferritin bind: binds horse apoferritin like a general anesthetic. P02791. apoferritin/1-aminoanthracene competitive binding, fluorescence. Potency, µM (top dose mostly 77.5 µM), inactives show at the top dose activity change, negative = displacement, most hits filed as inhibitors. hit rate 0.074% among 350,000. AID 485281; further: potency means the concentration at half of the fitted maximal effect; on the % scale 0 is the no-effect control and ±100 the full control effect; nearly all actives have a fitted effect of over 20% in size
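Probe: 1-aminoanthracene (50% saturated, PBS). Protein: horse-spleen apoferritin, 10 uM. Incubation: 10 min, room temperature. Detection: 380 nm excitation, 535 nm emission. Analysis: normalized response, four-parameter Hill.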
Pol beta inh: DNA polymerase beta (human) inhibition; Pol beta primer extension/strand displacement, fluorescence kinetic; P06746; Potency, µM (top dose mostly 114 µM), for inactives: at the highest dose activity change, negative = inhibition, usual class: inhibitors; hit rate 1.3% among 340,000; further: potency means the concentration at half of the fitted maximal effect; on the % scale 0 is the no-effect control and ±100 the full control effect
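Curves were derived by four-parameter Hill fits of normalized qHTS data. The kinetic fluorescent primer-extension read was taken at 0 and 10 min after 50 nM substrate, following a 15 min room-temperature preincubation of 10 nM enzyme with compounds.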
APE1 inh: APE1 (human) endonuclease inhibition. recombinant APE1, TAMRA/BHQ-2 abasic DNA cleavage fluorescence. Potency, µM (highest dose often 65.8 µM), inactives show at the highest dose activity change, negative = inhibition, actives largely listed as inhibitors. hit rate 0.35% among 350,000. AID 2517;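 further: potency means the concentration at half of the fitted maximal effect; plate controls were vehicle for no effect and reference inhibitor for full effect; nearly all actives have a fitted effect of over 55% in size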
Target sequence (P27695 whole entry, looked up): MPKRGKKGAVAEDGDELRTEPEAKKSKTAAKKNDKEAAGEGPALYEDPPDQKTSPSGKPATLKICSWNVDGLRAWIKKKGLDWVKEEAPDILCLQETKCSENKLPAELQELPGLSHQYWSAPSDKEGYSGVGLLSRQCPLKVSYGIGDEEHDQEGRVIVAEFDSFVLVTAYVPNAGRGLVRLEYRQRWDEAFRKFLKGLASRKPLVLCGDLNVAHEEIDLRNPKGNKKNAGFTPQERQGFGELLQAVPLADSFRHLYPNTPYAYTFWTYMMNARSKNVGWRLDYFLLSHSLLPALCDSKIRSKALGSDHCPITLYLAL
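Measures dequenching upon AP-site incision of a 5'-TAMRA/3'-BHQ-2 THF-containing duplex, 50 nM; human APE1 0.75 nM after 15 min room-temperature exposure to compound; kinetic three-point read at one-minute spacing.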
RXFP1 antagonist: RXFP1 (human) relaxin receptor antagonism | AID 1259400 | Q9HBX9 | activity change, negative = inhibition, % at 57.5 µM | hit rate 0.59% among 350,000 | HEK293-RXFP1, relaxin-stimulated cAMP HTRF, 30 min; hits give low values;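 active means activity change of -60% or lower, but not beyond a set lower limit; inconclusive means change between -60% and -40%, or beyond the set limit; inactive means change above -40%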; further: on the % scale 0 is the no-effect control and ±100 the full control effect
* marks the source's active call; other numbers are inactive results; i = inactive; ? = inconclusive; / = not tested or not shown; & = joins results of further samples; [ ] = remark or other dose. Unless noted, the call rests on the fitted dose curve; in most records, active means well fitted curve in the direction sought with a large enough effect; inconclusive means small, poorly fitted or top-dose-only effect, or another doubt; inactive means no such curve, though single readings can be large; an effect the other way counts as inactive or inconclusive. Only part of the results is shown; the hit share may differ from the screen's.

compound,Pol iota inh,POLH inh,POLK inh,BLM inh,PGK inhibitor,Apoferritin bind,Pol beta inh,APE1 inh,RXFP1 antagonist
Cc1ccc(S(=O)(=O)N/N=C2/CCCCC2C2CCCCC2)cc1[N+](=O)[O-] (stereo not drawn),8%,-20%,-11%,-2%,6%,-6%,16%,15%,12
CC1CC(C)CN(CCCNC(=O)c2ccc3c(c2)N(Cc2ccccc2)C(=O)c2ccccc2S3=O)C1 (stereo not drawn),-12%,-7%,-12%,2%,6%,-19%,8%,-12%,-10
COc1ccccc1NC(=O)Nc1ccc(C)cn1,11%,-14%,-1%,1%,-2%,-1%,9%,-7%,-2
CCOc1ccc2nc(NC(=O)CC3Oc4ccccc4NC3=O)sc2c1 (stereo not drawn),-4%,1%,2%,-2%,i,-3%,0%,2%,-3
COC(=O)c1sccc1Oc1c(Cl)cccc1[N+](=O)[O-],71%[activator],-11%,-8%,-4%,i,-15%,15%,-8%,-13
O=C1NC2(CCCCC2)C(=O)N1c1ccc(Cl)cc1,88%[activator],-20%,-7%,-4%,-6%,-1%,0%,17%,4
COc1ccccc1OCC(O)CN1CCN(CC(=O)Nc2c(C)cccc2C)CC1 (stereo not drawn),?,3%,4%[60.1 µM],-3%,-4%&-2%,/,1%[57.1 µM],5%&0%&2%,-9
NS(=O)(=O)c1ccc(CNC(=O)/C=C/c2c(F)cccc2Cl)cc1,11%,-12%,0%,0%,-2%,-6%,?,-4%,16
CCC(Sc1nncn1C)C(=O)Nc1nnc(-c2ccc(Cl)cc2)s1 (stereo not drawn),-8%,-13%,8%,0%,-6%,2%,6%,1%,-9
O=C(CSc1nncs1)NNC(=O)c1ccccc1Br,6%,1%,0%,/,-2%,/,/,9%,1
CCC(/C=N/NC(=O)C1COc2ccccc2O1)CC (stereo not drawn),26%,0%,-19%,6%,1%,-16%,33%,-6%,5
Cc1ccc(NS(=O)(=O)c2ccc3[nH]c(=O)oc3c2)c(C)c1,14%&7%,6%&-4%,-2%,0%&1%,2%,-5%&-12%,3%&-10%,34%,4&-15
Cc1ccc(S(=O)(=O)c2nc(-c3cccs3)oc2N2CCC(C(N)=O)CC2)cc1,3%,-14%,10%,/,-4%,/,/,25%,1
O=C(O)c1cnn2c(C(F)(F)F)cc(-c3ccccc3)nc12,15%,-11%,-2%,3%,i,-1%,-5%,2%,-6
O=C(NC1=NCCS1)c1cc(-c2cccs2)nc2ccccc12,21%,-10%,-16%,-1%,i,46%[activator],19%,0%,-4
O=C(CCC(=O)Nc1ccc(Br)cc1)N/N=C/c1ccccc1O,27%,-17%,-8%,-8%,i,-4%,4%,28%,?
CCc1ccc(NC(=O)CSc2nnc(C)c(=O)n2N)cc1,-14%,2%,-5%,-2%,8%,-14%,54%,-11%,6
CN(Cc1ccccc1)C(=O)c1cccc(NC(=O)c2nsc3ccccc23)c1,14%,-18%,-4%[60.1 µM],-11%,i,?,-3%,/,-20
CCNC(=O)CN(c1ccc(C)cc1)S(=O)(=O)c1ccccc1,14%,0%,3%,-1%,2%,0%,2%,7%,8
O=c1[nH]c2cc(NCCO)c([N+](=O)[O-])cc2[nH]1,-9%,-5%,-18%,-7%,5%,-12%,-4%,15%,-13
CCC(=O)Nc1nc(C)c(-c2csc(Nc3ccccn3)n2)s1,?,-3%,-22%,-5%,-9%,-18%,15%,-12%,5
CCCNC(=O)c1cc(SC)ccc1Cl,39%[activator],2%,4%,-10%,-16%,-1%,37%,13%,/
Cc1ccc(C)c(NC(=O)CN(C)S(=O)(=O)c2ccc(F)cc2)c1,?,-2%,-3%,-3%,-4%,-11%,13%,24%,-4
CC(NC(=O)c1sc2ccccc2c1Cl)C1CCCO1 (stereo not drawn),3%,2%,-5%,0%,-3%,0%,0%,1%,/
O=C(NNC(=O)c1cc(OCC(F)(F)F)ccc1OCC(F)(F)F)c1ccc(Cl)c(Cl)c1,12%,-20%,-3%,-2%,-7%,?,1%,-6%,-14
CC(=O)N/C(=C/c1ccc(OC(F)F)cc1)C(=O)O,-1%,-20%,-6%,2%,2%,5%,20%,-1%,-1
O=C(COc1cccnc1[N+](=O)[O-])Nc1ccc2c(c1)OC(F)(F)O2,6%,-16%,-2%,0%,8%,-5%,33%,2%,8
CCOC(=O)c1ccc(NC(=O)C(=O)NCC2CCCO2)cc1 (stereo not drawn),-6%,-6%,-18%,-1%,1%,-8%,-14%,2%,-9
O=c1c2ccccc2nnn1CSc1nnc(Nc2ccccc2)s1,31%[activator],-8%,-5%,-1%,-1%,-20%,-3%,4%,6
COC(=O)c1ccc(NC(=O)CN2CCN(c3ccccc3C)CC2)cc1,16%,-22%,-10%,-10%,-3%,-4%,-3%,8%,-9
COc1cc(C)c(NC(=S)Nc2ccc(Cl)c(Cl)c2)cc1OC,11%,-12%,-14%,-8%,-8%,?,1%,0%,38
Cc1ccnc(SCCn2c(N3CCC(C)CC3)nc3c2c(=O)n(C)c(=O)n3C)n1,3%[58.9 µM],-12%,-5%,/,-8%,/,/,/,6
CN(C)c1cccc(C(=O)OCCNC(=O)c2cccc(S(=O)(=O)N3CCOCC3)c2)c1,-6%,1%,-11%,-6%,0%,3%,9%,-10%,4
COC(=O)CNC(=O)c1cccs1,7%,4%,-8%,0%,-2%,-13%,28%,3%,-4
CC1(C)Cc2cccc(OCC(=O)NCc3cccs3)c2O1,8%,-18%,-16%,/,-1%,/,/,13%,-32
N#CN1CCC(NS(=O)(=O)c2ccc(C(F)(F)F)cc2)CC1,-2%,-17%,7%,/,-2%,/,/,21%,/
O=C(NC1CCCCC1)c1ccc(Cn2cc(Br)cn2)o1,1%,-4%,-7%,0%,i,?,11%,5%,-9
COc1ccccc1N1CCN(S(=O)(=O)CCNC(=O)COc2ccccc2F)CC1,47%[activator],-22%,-3%[60.1 µM],0%,i,-3%,-3%,/,-7
Cc1cnc(C(=O)OCC(=O)NCCc2ccccc2)cn1,0%,2%,-11%,1%,0%,-6%,5%,-4%,-1
CCOC(=O)c1cc(C#N)c(SCC(N)=O)[nH]c1=O,-20%,-3%,-10%,-8%,i,-4%,?,-7%,7
CC1(C)C(c2cccs2)=[N+]([O-])C2(CCCCC/C2=N\NC(N)=O)N1O (stereo not drawn),3%,4%,-4%,-1%,1%,-7%,35%,16%,12
C/C(=C\C(=S)Nc1ccccc1)Nc1ccc2ccccc2c1,3%,-1%,-13%,-7%,i,-21%,-1%,5%,6
COC(=O)NNC(=O)COc1cc(C)ccc1C,7%,-14%,1%,2%,-6%,-10%,19%,-2%,-10
CCOc1ccc(Nc2nc(NCc3ccco3)nc(N)c2[N+](=O)[O-])cc1,13%,-14%,-1%,2%,i,-11%,1%,19%,-6
Cc1nc(C)n(C(C)CC(=O)O)n1 (stereo not drawn),13%,-1%,-25%,3%,-1%,-6%,75%,-4%,3
COc1ccc(C2C(C(=O)c3ccco3)=C(O)C(=O)N2CCN2CCOCC2)c(OC)c1 (stereo not drawn),62%[activator],7%,-15%,-5%,-1%,-1%,-13%,54%[activator],-8
CC(C)c1ccc(CN2CC(C(=O)O)CC2=O)cc1 (stereo not drawn),-3%[58.9 µM],-3%,-12%,1%,-4%,-5%,-13%,2%,19
CC(C)(C)c1ccc(/C([O-])=C(/C(=S)NCc2ccco2)[n+]2ccccc2)cc1,/,/,/,?,/,?,6%,-2%,/
Cc1nn(C(=O)/C(C#N)=C/N(C)C)c(C)c1C,1%,-8%,-9%,-8%,-7%,-1%,26%,-3%,-5
COc1ccc(OC)c(S(=O)(=O)N2CCN(C(=O)c3cc(C4CC4)nn3-c3ccccc3)CC2)c1,-8%,-7%,-6%,/,5%,/,/,-10%,2
Cn1c(=O)c2c(nc(C3CC4C5CCC(C5)C4C3)n2C)n(C)c1=O (stereo not drawn),1%,-2%,-12%,/,-4%,/,/,/,-9
CCCn1c(=O)c(C(=O)NCc2cccnc2)c(O)c2ccccc21,2%,8%,-10%[60.1 µM],-1%,-11%,-17%,-1%,3%,-6
Cc1[nH]c2ccc(F)cc2c(=O)c1SC(F)(F)C(F)F,1%,-4%,-20%,-1%,i,-8%,13%,0%,3
O=CN1CCN(C(=O)CC(c2ccccc2)c2cc(Br)ccc2O)CC1 (stereo not drawn),-8%,6%,-2%,-13%,-3%,-7%,-1%,-9%,1
Cc1ccc(NC(=O)CN(C)C(=O)CSc2nc3ccccc3o2)cc1,14%,-22%,-6%,-4%,-7%,?,-19%,-10%,-6
COc1ccc(C(=O)OCCN2CCOCC2)cc1OC,-9%,-18%,-3%,0%,i,-2%,5%,3%,-2
Cc1ccc(S(=O)(=O)Nc2cccc(C(=O)NC3CCN(Cc4ccccc4)CC3)c2)cc1F,11%,-7%,-18%,/,0%,/,/,46%,-21
O=C(O)COc1ccc(/C=N/NC(=O)Cc2ccc(Cl)cc2)cc1,-15%,2%,-12%,-7%,-2%,3%,-13%,-3%,10

Single values from the results shown.
COc1ccc(C(=O)OCCN2CCOCC2)cc1OC in POLK inh = -3%
Cc1ccc(S(=O)(=O)N/N=C2/CCCCC2C2CCCCC2)cc1[N+](=O)[O-] (stereo not drawn) in POLK inh = -11%
